# Bioassay records: PubChem, several laboratories
# TRPML3 ag: activates the human TRPML3 channel. Q8TDD5. HEK293 TRPML3-YFP, Fluo-8 calcium fluorescence; 100% = the carbachol control signal. activation, % at 3 µM. 0.29% of 220,000 active. AID 1448;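 active means activation above its plate's cutoff, the mean activation of the plate's test wells plus 3 SD, cut at about 12% in these data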;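 further: 0% = DMSO only wells and 100% = carbachol wells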
#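 Material: HEK293 cells stably carrying human TRPML3-YFP; compound dosing: single dose, 3 µM final nominal compound, 0.3% DMSO final; incubation: 1-h 37 °C dye load, 5-s basal, 120-s post-compound reads; technique: Fluo-8 intracellular calcium fluorescence, excitation 470-495 nm, emission 515-575 nm; read-out basis: percent activation from peak-to-basal fluorescence ratio, scaled between DMSO and carbachol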
# Cl transport mod: modulators of human KCC2 chloride dependent transport; Q9H2X9; KCC2 cells, thallium flux FluoZin-2 fluorescence; B-score of Tl+ flux slope (higher = more flux/activation; lower = inhibition) at 10 µM; 2.2% of 190,000 active; AID 1456;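 active means thallium flux slope and its plate-corrected score both differing from the plate sample mean at a set confidence after two filtering rounds, in either direction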;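 further: slope of fluorescence scaled to starting intensity during 10 to 20 s after thallium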
# Furin inhibitor: inhibitors of human furin; purified furin, fluorogenic substrate cleavage; inhibition, % at 30 µM; AID 463115; 0.061% of 220,000 active; P09958; in the data active means inhibition above about 25%; further: inactives centre near -15
# Target sequence (P09958 108-714 limits assumed): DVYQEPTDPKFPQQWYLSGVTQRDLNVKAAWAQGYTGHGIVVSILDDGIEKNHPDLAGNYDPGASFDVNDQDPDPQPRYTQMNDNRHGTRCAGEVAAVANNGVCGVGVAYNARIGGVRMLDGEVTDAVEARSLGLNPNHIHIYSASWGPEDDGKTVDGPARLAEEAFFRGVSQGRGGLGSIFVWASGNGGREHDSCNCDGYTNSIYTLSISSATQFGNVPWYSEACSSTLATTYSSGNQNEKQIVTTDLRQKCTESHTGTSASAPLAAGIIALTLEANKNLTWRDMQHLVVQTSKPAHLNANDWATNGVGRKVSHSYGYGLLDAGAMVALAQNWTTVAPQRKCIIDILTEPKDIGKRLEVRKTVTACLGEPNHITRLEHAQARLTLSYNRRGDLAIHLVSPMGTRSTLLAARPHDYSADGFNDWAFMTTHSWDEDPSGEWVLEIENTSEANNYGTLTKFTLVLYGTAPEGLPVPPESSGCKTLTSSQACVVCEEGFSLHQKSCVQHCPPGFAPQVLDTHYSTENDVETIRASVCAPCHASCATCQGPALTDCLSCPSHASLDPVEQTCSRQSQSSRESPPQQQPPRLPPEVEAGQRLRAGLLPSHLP
# zfTRPN1 agonist: zebrafish TRPN1 (NompC) channel agonism; AID 1424; HEK293 zebrafish TRPN1-YFP, Fluo-8 calcium fluorescence; 100% = response to 87 µM carbachol; 0.18% of 220,000 active; activation, % at 3 µM;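 active means activation above its plate's cutoff, the mean activation of test wells on that plate plus 3 SD, cut at about 19% in these data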;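 further: 0% = DMSO alone and 100% = 87 µM carbachol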
#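 Control set: carbachol 87 µM as high control, DMSO as low control; system: HEK293 stable line with zebrafish TRPN1-YFP; read-out: % activation versus carbachol response; detection: intracellular calcium fluorescence with Fluo-8; doses: single test compound dose, 3 µM nominal, 0.3% DMSO; schedule: dye 1 h 37 °C plus 30 min RT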
# TbHK1 inh: T. brucei hexokinase 1 inhibition. AID 1430. recombinant TbHK1, G6PDH-coupled NADH A340. inhibition, % at 10 µM. 0.11% of 220,000 active;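 active means inhibition of 50% or more in the single-dose primary screen; inactive means inhibition below 50%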
# PPC-1+TRAIL kill: PPC-1 cancer cell killing with TRAIL present; 0.41% of 220,000 active; PPC-1 cells + TRAIL, ATPLite viability luminescence; cell killing (% activity), % at 4 µM;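 active means cell killing above 50% in the first pass at 4 µM, then a duplicate retest at 5 µM averaging 50% or more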;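 further: plate controls were cells with TRAIL plus DMSO for no effect and medium-only wells lacking cells for full effect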
# Calpain2 inh: inhibitors of pig calpain II. 0.37% of 220,000 active. purified calpain II, fluorogenic peptide substrate, 30 min. AID 1236. inhibition, % at 16 µM;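 active means inhibition above about 50%, limit read from the data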
# EBV gp42 block: blocks Epstein-Barr virus glycoprotein 42 binding | Q1HVG2 | inhibition, % (tested at 21.74 µM) | Fluorescence polarization binding assay, mP read-out | 0.42% of 220,000 active | AID 1085; in the data active means inhibition above about 50%
# Target sequence (Q1HVG2 whole entry, looked up): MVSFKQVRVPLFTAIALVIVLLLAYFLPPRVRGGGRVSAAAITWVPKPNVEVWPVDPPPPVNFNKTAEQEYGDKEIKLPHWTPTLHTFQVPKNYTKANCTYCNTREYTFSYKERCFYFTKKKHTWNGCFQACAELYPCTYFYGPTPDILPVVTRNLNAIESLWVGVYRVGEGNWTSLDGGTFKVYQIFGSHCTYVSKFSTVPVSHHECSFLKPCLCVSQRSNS
# thrombin 1536: inhibitors of human thrombin; alpha-thrombin, Boc-VPR-AMC fluorogenic substrate cleavage; inhibition, % at 5 µM; 0.26% of 220,000 active; AID 1046;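 active means inhibition at or above 40%; inactive means inhibition below 40%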;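 further: 0% = enzyme with no compound and 100% = wells without enzyme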
#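 signal = AMC fluorescence, 355/460 nm | material = human alpha-thrombin enzyme | control set = enzyme without compound as high, wells lacking enzyme as low | times = reaction at room temperature | read-out basis = percent inhibition scaled between no-compound controls and no-enzyme blanks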
# * hit, by the source's call; nt = not tested or not shown; [ ] = dose if it differs, or a comment.
cpd	SMILES	TRPML3 ag	Cl transport mod	Furin inhibitor	zfTRPN1 agonist	TbHK1 inh	PPC-1+TRAIL kill	Calpain2 inh	EBV gp42 block	thrombin 1536
1	Cc1ccc(NC(=O)N2CCC(c3ccccc3)C2)cc1C (centres undefined)	0.1	-1.8	-27	-0.7	-1	11	9	-11	3
2	CCC1(C)Cc2c(sc3nc(NN)n(C)c(=O)c23)CO1 (centres undefined)	0.0	-0.34	-15[20 µM]	0.3	-15	4	4	-3	3
3	CC(NC(=O)c1ccccc1Br)c1nnc(SCc2ccc([N+](=O)[O-])cc2)n1C (centres undefined)	-0.2	nt	-14[20 µM]	-3.5	2	12	-2	-20	3
4	C=CCn1c(SCCC(=O)O)nnc1-c1cccs1	-0.2	0.56	-16[20 µM]	-0.1	0	14	-5	-16	1
5	CCC(C)Sc1nnc(CSc2nc3nc(C)cc(C)n3n2)o1 (centres undefined)	0.5	-0.062	-5[20 µM]	-1.7	-3	12	-18	-11	-5
6	O=C(NCc1ccccc1Cl)c1ccc(S(=O)(=O)Nc2cccc(C(F)(F)F)c2)cc1	7.5	-1.5	-11	7.4	33	0	14	-11	-8
7	Cc1ccc(O)c(-c2cc(-c3ccccc3[N+](=O)[O-])[nH]n2)c1	1.0	-0.72	-17	0.3	24	40	27	-4	1
8	O=C(COc1nsnc1N1CCOCC1)N1CCOCC1	0.3	0.56	-34	1.5	5	5	-27	3	-2
9	Cc1ccc(/C=N/NC(=O)CSc2nnc(-c3ccc(Cl)cc3)n2-c2ccccc2)o1	0.4	-1.5	-25	-0.3	-5	24	-17	-7	-2
10	CC(C)OCCCNCC(O)c1ccccc1 (centres undefined)	0.2	0.57	-20	0.4	-5	12	-1	-11	-2
11	COCCNC(=O)Cn1cc(C(=O)c2cccs2)c2ccccc21	-0.1	0.8	-9[20 µM]	2.3	-33	nt	-2	-18	1
12	COc1ccc(CNC(=O)C2CCCN2S(=O)(=O)c2ccc(Cl)cc2)cc1 (centres undefined)	0.0	-0.4	-11[20 µM]	-1.1	4	21	0	-9	2
13	Cc1c(Cl)cccc1NC(=S)NCc1cccs1	-0.6	-0.2	-12	-2.9	-2	-1	-3	-6	-7
14	Cc1ccc(-c2nc(N)sc2CC(=O)OCC(=O)NC2CCCC(C)C2C)cc1 (centres undefined)	0.3	-1.1	-6	0.5	1	-7	-20	-1	-12
15	CC(C)C(C(=O)Nc1nccs1)c1ccc(Cl)cc1 (centres undefined)	2.5	0.5	-14	2.2	-6	-37	30	4	-5
16	CC1CCN(CC(=O)Nc2ccccc2Sc2ccccc2)CC1	0.1	-0.12	-14	-1.0	-1	-5	18	-20	-12
17	O=C(COC(=O)c1ccccn1)Nc1cccc(Cl)c1	1.1	1.3	-17	1.2	-1	4	-11	-40	3
18	Cc1cccc(OCc2nnc(SCC(=O)OC3CCCCC3)o2)c1	0.5	-2.1	-21	-0.9	6	-8	11	-7	7
19	CNC(C)c1cc(OC)ccc1OC (centres undefined)	-0.4	-0.54	-12[20 µM]	0.1	0	-1	7	-9	-6
20	CCOC(=O)c1ccc(NC(=O)CC2S/C(=N/N=C/c3c[nH]c4ccccc34)NC2=O)cc1 (centres undefined)	1.0	-0.99	-11	1.1	-15	15	-30	-26	-5
21	COc1ccc(CNC(=O)C2(c3ccc(Cl)cc3)CC2)cc1	-0.6	-0.54	-33	-0.3	5	8	6	-8	-1
22	Cc1c(Cl)cccc1NC(=O)CC1Sc2ccccc2NC1=O (centres undefined)	0.7	0.57	-31	2.1	-3	-7	-17	-2	-4
23	Cc1cc2ccccn2c1C(=O)Nc1cccc(Cl)c1	-0.7	-1.9	-17	-1.4	-7	20	-31	-2	-4
24	COc1ccccc1-c1noc(-c2cccs2)n1	-0.1	-0.19	-4[20 µM]	-0.6	4	-2	-27	-9	3
25	CCOC(=O)Cn1c(CN2CCN(C(c3ccccc3)c3ccccc3)CC2)nc2c1c(=O)n(C)c(=O)n2C	-1.1	-1.2	-10	-2.3	-25	-10	-26	-15	-4

# Quoted at random: two entries already listed, in no set order.
cpd	SMILES	TRPML3 ag	Cl transport mod	Furin inhibitor	zfTRPN1 agonist	TbHK1 inh	PPC-1+TRAIL kill	Calpain2 inh	EBV gp42 block	thrombin 1536
21	COc1ccc(CNC(=O)C2(c3ccc(Cl)cc3)CC2)cc1	-0.6	-0.54	-33	-0.3	5	8	6	-8	-1
7	Cc1ccc(O)c(-c2cc(-c3ccccc3[N+](=O)[O-])[nH]n2)c1	1.0	-0.72	-17	0.3	24	40	27	-4	1

# One compound at a time (already shown). Screens in order: TRPML3 ag	Cl transport mod	Furin inhibitor	zfTRPN1 agonist	TbHK1 inh	PPC-1+TRAIL kill	Calpain2 inh	EBV gp42 block	thrombin 1536
# Entry for O=C(NCc1ccccc1Cl)c1ccc(S(=O)(=O)Nc2cccc(C(F)(F)F)c2)cc1 = 7.5	-1.5	-11	7.4	33	0	14	-11	-8
# Entry for CC(C)C(C(=O)Nc1nccs1)c1ccc(Cl)cc1 (centres undefined) = 2.5	0.5	-14	2.2	-6	-37	30	4	-5
# Entry for Cc1ccc(/C=N/NC(=O)CSc2nnc(-c3ccc(Cl)cc3)n2-c2ccccc2)o1 = 0.4	-1.5	-25	-0.3	-5	24	-17	-7	-2
# Entry for CNC(C)c1cc(OC)ccc1OC (centres undefined) = -0.4	-0.54	-12[20 µM]	0.1	0	-1	7	-9	-6
# Entry for CC1CCN(CC(=O)Nc2ccccc2Sc2ccccc2)CC1 = 0.1	-0.12	-14	-1.0	-1	-5	18	-20	-12

# (further entries)
cpd	SMILES	TRPML3 ag	Cl transport mod	Furin inhibitor	zfTRPN1 agonist	TbHK1 inh	PPC-1+TRAIL kill	Calpain2 inh	EBV gp42 block	thrombin 1536
26	O=C(Nc1ccc(-n2ccnc2P(=O)(O)c2ccccc2)cc1)c1ccccc1Br	0.1	0.69	1[20 µM]	0.1	0	8	-19	-17	-10
27	Cc1cccc(C)c1NC(=S)NN1CCN(C)CC1	0.7	1.3	-4[20 µM]	0.5	-3	16	14	9	-5
28	Cc1cc(C(=O)CSc2cccc[n+]2[O-])c(C)n1-c1ccc(Br)cc1	1.2	-1.1	-25	2.2	-8	7	-11	-6	-7
29	O=C(O/N=C\c1ccc(N2CCCCC2)c([N+](=O)[O-])c1)c1cccc(C(F)(F)F)c1	0.5	0.17	-5[20 µM]	0.0	-5	-1	11	-11	10
30	CCOC(=O)c1cnc2c(C)c(Cl)ccc2c1N1CCOCC1	0.2	nt	-35	0.5	-6	21	-46	4	-6
31	S=C(NCc1ccncc1)Nc1cccc(Cl)c1	0.9	0.22	-29	1.1	-4	-10	2	-17	-9
32	Cc1ccc(NC(=S)NCC2CCN(C(C)c3ccccc3)C2)cc1C (centres undefined)	1.2	-0.36	-25	0.6	2	10	-7	-14	-5
33	CCOC(=O)Cn1c(=N)n(CCOc2ccc(Br)cc2)c2ccccc21	0.9	-0.039	-26	0.7	11	10	-12	-2	-8
34	Cc1oc2c(C)c3oc(=O)c4c(c3cc2c1C)CCC4	0.7	0.026	-26[20 µM]	0.4	-7	3	-25	12	-6
35	COCCCn1c(Cc2ccccc2)nnc1SCC(=O)N1CCCCC1	1.1	-0.58	-37	-0.8	9	11	0	-6	-6
36	COC(=O)c1ccc(-c2nn(C)c(=O)c3ccccc23)cc1	0.1	0.063	-23	0.5	5	0	12	1	-8
37	Cc1ccc(NC(=O)CSc2nc3c(c(=O)[nH]2)CCC3)cc1C	-1.0	-0.72	-4	1.8	-4	-12	9	-7	3
38	OC(COc1ccc(CNCCc2ccc(C(F)(F)F)cc2)cc1)CN1CCCCC1 (centres undefined)	2.6	0.66	-6	1.6	18	22	7	-2	-12
39	Nc1cc2sc(-c3ccc(C(=O)O)cc3)nc2cc1Cl	1.0	1.1	-37	-0.4	-12	51*	-350	5	-27
40	Cc1ccc(OCCN2C(=O)OC(C)(C)C2(C)O)cc1 (centres undefined)	0.5	0.5	-18	1.3	3	-5	13	-18	2
41	COc1ccc(NC(=O)CS(=O)CC(=O)Nc2ccc(OC)c(OC)c2)cc1 (centres undefined)	-0.3	-0.048	-24	0.0	6	-24	13	-7	-6
42	COc1cccc(Oc2ccc(N/C=C/C(=O)C(C)(C)C)cc2)c1	-0.2	-0.51	-22	1.8	-1	24	8	4	-2
43	CN(C)CCCNc1ncnc2scc(-c3ccccc3)c12	-0.1	-0.35	-23	-1.0	1	-8	-30	-32	-8
44	Clc1ccc(Cn2c(-c3cccnc3Cl)nc3ccccc32)c(Cl)c1	-0.5	0.14	-4[20 µM]	-0.8	-4	-3	-21	-1	-8
45	Cc1cccc(SCc2noc(C(=O)NC(C)C)c2C(=O)O)c1	-0.3	-0.5	-14[20 µM]	0.3	1	-2	1	8	-7
46	N#CCCN(Cc1cccnc1)C(=S)NC1CC2C=CC1C2 (centres undefined)	1.3	nt	-16	1.4	-7	2	0	-9	-9
47	O=C(NC(=O)c1ccccc1)OCC(F)(F)F	-0.2	nt	-24	0.3	-3	-11	-8	-23	1
48	C=CCNC(=O)NS(=O)(=O)c1ccc(C)cc1	0.3	nt	0	1.0	7	-10	-32	-1	-5
49	Cc1ccccc1CN1C(=O)C2(OCCCO2)c2ccccc21	-0.9	-0.44	2	-2.3	4	5	3	-19	-2
50	COC(=O)N/N=C(C)\C=C\c1ccco1	0.9	0.31	4	0.9	-20	7	19	0	0

# No enrichment for hits. About 3.6% of those tested had a hit in this group.
